# G9a block: blocks human histone lysine methyltransferase G9a; G9a H3K9 monomethylation, AlphaScreen, 2 h; Potency, µM (series often up to 102 µM), for the others: at the top dose activity, negative = inhibition, usual class: inhibitors; actives 8.8% (n = 350,000); Q96KQ7; AID 504332; also: % is scaled to controls: 0 for no effect and ±100 for the full control effect; nearly all actives have a fitted effect of over 75% in size
#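 Enzyme 20 nM + cpd, 15 min RT; add b-H3K9 pep 500 nM / SAM 20 uM; 2 h RT; anti-H3K9me1 Ab 0.5 ug/mL + SA donor / anti-rabbit acceptor beads 20 ug/mL each, 10 min; AlphaScreen read.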
# Apoferritin bind: binds horse apoferritin like a general anesthetic | P02791 | apoferritin/1-aminoanthracene competitive binding, fluorescence | Potency, µM (top dose mostly 77.5 µM), without a hit: at the top dose activity change, negative = displacement, actives largely listed as inhibitors | actives 0.074% (n = 350,000); also: % is scaled to controls: 0 for no effect and ±100 for the full control effect; nearly all actives have a fitted effect of over 20% in size
#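 In PBS, apoferritin at 10 uM is loaded with 1-AMA from a 50% saturated solution. After 10 min of compound exposure at ambient temperature, reduced 535 nm fluorescence indicates probe displacement.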
# Pol beta inh: inhibitors of human DNA polymerase beta; Potency, µM (top dose mostly 114 µM), without a hit: top-dose activity change, negative = inhibition, actives largely listed as inhibitors; actives 1.3% (n = 340,000); P06746; Pol beta primer extension/strand displacement, fluorescence kinetic; also: % is scaled to controls: 0 for no effect and ±100 for the full control effect
#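 Human Pol beta at 10 nM; strand-displacement substrate 50 nM final. Compound exposure 15 min at room temperature before start, reaction 10 min at room temperature.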
# BAZ2B block: BAZ2B (human) inhibition; Q9UIF8; AlphaScreen BAZ2B-H3K14Ac peptide displacement; Potency, µM (top dose mostly 114 µM), without a hit: at the top dose activity change, negative = inhibition, most hits filed as inhibitors; actives 4.4% (n = 360,000); AID 504333; also: % is scaled to controls: 0 for no effect and ±100 for the full control effect; nearly all actives have a fitted effect of over 60% in size
# Target sequence (Q9UIF8 whole entry, looked up): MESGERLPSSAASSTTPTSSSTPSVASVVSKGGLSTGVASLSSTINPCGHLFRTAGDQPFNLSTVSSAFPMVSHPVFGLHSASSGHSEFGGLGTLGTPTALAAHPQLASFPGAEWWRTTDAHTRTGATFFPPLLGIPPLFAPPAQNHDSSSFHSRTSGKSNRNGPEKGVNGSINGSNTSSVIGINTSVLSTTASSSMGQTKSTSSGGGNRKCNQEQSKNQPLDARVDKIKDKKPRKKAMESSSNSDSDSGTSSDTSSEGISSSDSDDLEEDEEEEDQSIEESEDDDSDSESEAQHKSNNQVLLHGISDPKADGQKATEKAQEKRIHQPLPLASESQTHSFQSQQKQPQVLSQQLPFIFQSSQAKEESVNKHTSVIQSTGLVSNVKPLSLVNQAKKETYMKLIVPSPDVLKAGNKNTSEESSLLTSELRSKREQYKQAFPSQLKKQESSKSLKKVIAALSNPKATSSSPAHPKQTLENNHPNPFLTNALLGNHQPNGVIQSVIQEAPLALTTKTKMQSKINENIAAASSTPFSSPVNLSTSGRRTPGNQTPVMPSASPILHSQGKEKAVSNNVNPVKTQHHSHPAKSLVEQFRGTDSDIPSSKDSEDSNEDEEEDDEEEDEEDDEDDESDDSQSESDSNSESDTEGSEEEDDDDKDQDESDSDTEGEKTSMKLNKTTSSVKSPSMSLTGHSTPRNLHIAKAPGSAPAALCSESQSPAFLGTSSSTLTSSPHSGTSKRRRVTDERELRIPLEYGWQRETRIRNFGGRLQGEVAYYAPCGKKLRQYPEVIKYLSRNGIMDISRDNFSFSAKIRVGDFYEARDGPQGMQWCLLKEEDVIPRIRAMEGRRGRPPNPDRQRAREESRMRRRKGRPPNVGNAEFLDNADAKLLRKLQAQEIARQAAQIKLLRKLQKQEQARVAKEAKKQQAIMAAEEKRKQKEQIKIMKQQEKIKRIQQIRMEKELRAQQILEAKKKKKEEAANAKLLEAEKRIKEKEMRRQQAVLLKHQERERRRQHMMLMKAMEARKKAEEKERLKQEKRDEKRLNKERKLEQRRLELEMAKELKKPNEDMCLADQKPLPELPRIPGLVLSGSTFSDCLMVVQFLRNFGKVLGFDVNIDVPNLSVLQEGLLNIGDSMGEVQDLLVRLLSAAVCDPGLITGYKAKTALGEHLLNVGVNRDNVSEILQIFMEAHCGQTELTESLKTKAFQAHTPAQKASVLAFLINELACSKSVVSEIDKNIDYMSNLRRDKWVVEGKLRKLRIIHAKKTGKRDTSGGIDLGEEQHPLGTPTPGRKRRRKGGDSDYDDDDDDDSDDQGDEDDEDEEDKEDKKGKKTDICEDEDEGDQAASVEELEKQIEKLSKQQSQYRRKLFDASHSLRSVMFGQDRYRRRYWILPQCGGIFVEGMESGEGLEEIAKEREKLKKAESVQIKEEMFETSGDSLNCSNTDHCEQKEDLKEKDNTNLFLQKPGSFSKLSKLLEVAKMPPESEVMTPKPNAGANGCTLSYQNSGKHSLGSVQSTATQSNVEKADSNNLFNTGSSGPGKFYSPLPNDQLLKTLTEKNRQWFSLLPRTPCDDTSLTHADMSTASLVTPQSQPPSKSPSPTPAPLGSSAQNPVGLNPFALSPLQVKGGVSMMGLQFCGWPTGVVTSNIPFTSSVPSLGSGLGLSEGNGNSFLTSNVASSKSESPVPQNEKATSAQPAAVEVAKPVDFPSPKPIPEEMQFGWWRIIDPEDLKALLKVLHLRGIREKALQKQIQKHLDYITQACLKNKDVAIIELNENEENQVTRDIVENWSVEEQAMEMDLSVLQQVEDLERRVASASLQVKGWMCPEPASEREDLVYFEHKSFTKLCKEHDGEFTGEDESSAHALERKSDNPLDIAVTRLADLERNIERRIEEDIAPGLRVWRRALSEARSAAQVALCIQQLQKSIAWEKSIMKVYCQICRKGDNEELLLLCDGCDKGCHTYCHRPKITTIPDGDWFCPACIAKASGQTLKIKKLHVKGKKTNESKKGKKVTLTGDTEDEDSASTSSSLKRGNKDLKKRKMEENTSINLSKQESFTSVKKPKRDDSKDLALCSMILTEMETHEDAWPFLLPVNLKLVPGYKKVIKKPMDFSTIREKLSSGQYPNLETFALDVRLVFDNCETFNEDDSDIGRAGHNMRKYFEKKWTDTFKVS
#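 Complex of BAZ2B and biotin-H3K14Ac (50 nM apiece) forms over 30 min at RT, then faces library compounds up to 110 uM for another 30 min; AlphaScreen beads added, 20 min dark incubation, luminescence read.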
# Pol eta inh: inhibitors of human DNA polymerase eta | Q9Y253 | recombinant Pol eta, fluorescent DNA replication assay | Potency, µM (doses to about 114 µM), inactives show at the top dose activity change, negative = inhibition, usual class: inhibitors | actives 1.2% (n = 390,000) | AID 588591; also: % is scaled to controls: 0 for no effect and ±100 for the full control effect
#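 Pol eta at 10 nM preincubated with compounds 15 min at room temperature; reaction started with fluorescent substrate (50 nM final) and read kinetically at 0 and 10 min.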
# Pol iota inh: inhibitors of human DNA polymerase iota; Pol iota fluorescent replication assay, 10 min; Potency, µM (doses to about 115 µM), for inactives: at the highest dose activity, negative = inhibition, hits mostly inhibitors; actives 1% (n = 390,000)
#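 Fluorescent replication assay read twice, at 0 min and 10 min after adding 50 nM (final) substrate. Enzyme (10 nM) and compounds were first incubated 15 min at room temperature; enzyme-free buffer wells were negative controls.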
# APEX1 inh: APE1 (human) endonuclease inhibition | Potency, µM (highest dose often 65.8 µM), for the others: top-dose activity change, negative = inhibition, most hits filed as inhibitors | AID 2517 | actives 0.35% (n = 350,000) | P27695 | recombinant APE1, TAMRA/BHQ-2 abasic DNA cleavage fluorescence;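 also: plate controls were vehicle for no effect and reference inhibitor for full effect; nearly all actives have a fitted effect of over 55% in size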
#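 Substrate: short duplex with […] THF abasic site, 5'-TAMRA and 3'-BHQ-2, 50 nM final. APE1 at 0.75 nM, preincubated 15 min RT with compound. Fluorescence increase from first to third read measured activity.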
# POLK inh: inhibitors of human DNA polymerase kappa; Q9UBT6; Potency, µM (series often up to 107 µM), without a hit: at the top dose activity, negative = inhibition, actives largely listed as inhibitors; actives 0.53% (n = 400,000); purified Pol kappa, fluorescent DNA synthesis assay, 10 min; also: % is scaled to controls: 0 for no effect and ±100 for the full control effect
#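 Kinetic fluorescence screen: compound preincubated 15 min RT with 10 nM enzyme; 50 nM substrate (final) initiates; reads at 0/10 min.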
# BLM inh: inhibitors of human Bloom syndrome helicase BLM. AID 2528. Potency, µM (titrated, usually from 56.1 µM), inactives show top-dose activity change, negative = inhibition, hits mostly inhibitors. recombinant BLM DNA unwinding, fluorescence dequenching. P54132. actives 0.2% (n = 350,000);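 also: plate controls were vehicle for no effect and no enzyme for full effect; nearly all actives have a fitted effect of over 35% in size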
# Active calls of the source: *; ? = inconclusive; . = no result given; & = joins results of further samples; [ ] = dose if it differs, or a comment. Calls follow the shape of the dose curve; as a rule, active = well fitted curve in the direction sought with a large enough effect; inconclusive = small, poorly fitted or top-dose-only effect, or another doubt; inactive = no such curve, though single readings can be large; an effect the other way counts as inactive or inconclusive. Potency is read from the fitted curve at half-maximal effect. A portion of the library; count on the stated rates, not on these rows.
mol | G9a block | Apoferritin bind | Pol beta inh | BAZ2B block | Pol eta inh | Pol iota inh | APEX1 inh | POLK inh | BLM inh
O=C(NNC(=O)C1CC1)Nc1ccc(Cl)cc1 | 5% | -2% | 63% | -9% | -14% | 0% | 36%[activator] | 4% | 1%
Cc1ccc(N2CC(C(=O)N(C)CC(=O)Nc3ccc(Cl)c(C(F)(F)F)c3)CC2=O)cc1 (stereo not drawn) | 8%[0.501 µM] | . | . | 2% | -17% | 15% | 1% | -14% | .
COc1ccc(N/C=C/C(=C(C#N)C#N)N(C)C)cc1 | . | -7% | 25% | -7% | -5% | 63%[activator] | 7% | -2% | 2%
O=C(NCc1cccc(C(F)(F)F)c1)c1cc(Cl)ccc1Cl | 18%[59 µM] | ? | -1% | -1% | -12% | 12% | -8% | 0% | -5%
O=C(Nn1c(O)c(C=C2N=c3ccccc3=N2)sc1=S)c1ccccc1Cl | ? | -19% | 9% | ? | -4% | -17% | 15% | -10% | -10%
O=C(Nc1nc2ccccc2[nH]1)c1ccc(OC(F)F)cc1 | -7% | -7% | 17% | 0% | -15% | 57%[activator] | 20% | -2% | -3%
CN(C)c1ccc(N2C(=NC(=O)C3CCCO3)SC3CS(=O)(=O)CC32)cc1 (stereo not drawn) | 45µM* | 8% | -8% | ? | -9% | 29% | 39% | 14% | 2%
CCOC(=O)Cn1cc(C(=O)c2ccco2)c2ccccc21 | ? | -16% | 9% | 11% | 5% | 0% | 17% | -3% | -5%
COc1cc(C2C(C(=O)Nc3ccccc3)=C(C)Nc3nc(SCc4ccccc4F)nn32)cc(OC)c1OC (stereo not drawn) | -20%[59 µM] | 7% | 15% | -8% | -14% | -21% | . | -15% | -4%
Cc1cc(C)cc(-n2c(SCC(=O)NC3CCCCC3)nc3c([nH]c4ccccc43)c2=O)c1 | -3%[59 µM] | 4% | -1% | 1% | -9% | -16% | . | 2%[60.1 µM] | -1%

# 3 compounds from above, limited to BLM inh and Pol iota inh:
SMILES | BLM inh | Pol iota inh
O=C(Nc1nc2ccccc2[nH]1)c1ccc(OC(F)F)cc1 | -3% | 57%[activator]
CN(C)c1ccc(N2C(=NC(=O)C3CCCO3)SC3CS(=O)(=O)CC32)cc1 (stereo not drawn) | 2% | 29%
CCOC(=O)Cn1cc(C(=O)c2ccco2)c2ccccc21 | -5% | 0%

# The listing picks up, repeating the 3 entries before the break.
mol | G9a block | Apoferritin bind | Pol beta inh | BAZ2B block | Pol eta inh | Pol iota inh | APEX1 inh | POLK inh | BLM inh
CCOC(=O)Cn1cc(C(=O)c2ccco2)c2ccccc21 | ? | -16% | 9% | 11% | 5% | 0% | 17% | -3% | -5%
COc1cc(C2C(C(=O)Nc3ccccc3)=C(C)Nc3nc(SCc4ccccc4F)nn32)cc(OC)c1OC (stereo not drawn) | -20%[59 µM] | 7% | 15% | -8% | -14% | -21% | . | -15% | -4%
Cc1cc(C)cc(-n2c(SCC(=O)NC3CCCCC3)nc3c([nH]c4ccccc43)c2=O)c1 | -3%[59 µM] | 4% | -1% | 1% | -9% | -16% | . | 2%[60.1 µM] | -1%
Cc1ccc2nc(NC(=O)CCNS(=O)(=O)c3cccs3)sc2c1 | 10%[59 µM] | -25% | 17% | -1% | -10% | 8% | 15% | -24% | -6%
Cc1ccc(-c2nn(C)c(=O)c3ccccc23)cc1CN1CCOCC1 | 14%[2.33 µM] | -13% | 88% | -4% | -12% | -2% | -3% | -5% | 2%
Cc1cc(-c2nnc(CCC(=O)NCc3ccc(F)c(F)c3)o2)no1 | -30% | -2% | 0% | -4% | -11% | 20% | 5% | 5% | -7%
CCCSc1nnc(CSc2nc3ccccc3s2)n1-c1ccccc1 | 4%[0.501 µM] | 4% | 25% | 8% | -9% | -9% | -3% | -1% | -8%
Cc1nn(C(C)(C)C)c(OC(=O)c2ccc3c(c2)OCO3)c1Sc1ccccc1 | 31%[activator] | -4% | 20% | -6% | -1% | 43%[activator] | 11% | -4% | -9%
Cc1cc(C(=O)COC(=O)c2cccnc2Cl)c(C)n1CC1CCCO1 (stereo not drawn) | ? | -9% | -13% | ? | -13% | 22% | 0% | -1% | -12%
CCCn1c(SCC(=O)Nc2ccc(NC(C)=O)cc2)nc2c1c(=O)n(C)c(=O)n2C | 8% | 3% | 45% | -9% | -20% | -8% | -7% | -10% | -3%
N#Cc1ccc(NC(=O)CN2C(=O)NC(Cc3ccccc3)C2=O)cc1 (stereo not drawn) | 15%[59 µM] | -12% | 1% | . | -4% | -4% | -2% | -9% | -1%
Cc1ccc(C(CNS(=O)(=O)c2ccc(Br)cc2)N2CCN(C)CC2)cc1 (stereo not drawn) | 9%[0.501 µM] | . | . | 7% | -15% | 16% | 2% | 1% | .
O=C(N=C1SC2CS(=O)(=O)CC2N1c1ccccc1)C1CCCCC1 (stereo not drawn) | 23% | 0% | 9% | -3% | 2% | 21% | -25% | -2% | 2%
O=C1C2C=CC=CC2=NC(=S)N1CCN1CCC(=C(c2ccc(F)cc2)c2ccc(F)cc2)CC1 (stereo not drawn) | 0%[59 µM] | . | 7%[57.1 µM] | . | -13%[57.1 µM] | 7%[58.9 µM] | -5% | ? | .
CC1(C)CC(=O)C2=C(C1)N(N1CCOCC1)C(N)=C(C#N)C2c1cccs1 (stereo not drawn) | 26%[59 µM] | -8% | 2% | 17% | -14% | 93%[activator] | ? | -9% | -5%
COC(=O)C/C=N/N=C1/NC(=O)/C(=C/C(=O)O)S1 | 45µM* | 6% | 40µM* | -33% | 40µM* | 14µM* | 4% | 45µM* | -2%
CSc1ccccc1NC(=O)COC(=O)c1cnc(C)cn1 | . | . | . | . | -9% | 11% | 43% | -5% | .
CCCOc1ccc(C(=O)Nc2ccc(NC(=O)c3ccc(Br)cc3)cc2)cc1 | -2%[59 µM] | -5% | 0% | 3% | -14% | 18% | . | 4% | -7%
c1ccc2c(CN3CCOCC3)csc2c1 | -8% | -5% | -7% | 1% | -17% | 1% | 4% | -10% | 6%
Cn1c(N)c(C(=O)COC(=O)c2ccc3ccccc3c2)c(=O)n(C)c1=O | . | . | . | . | -4% | 135%[activator] | 11% | -5% | .
CON=C1CCN(c2ncc(C(F)(F)F)cc2Cl)CC1 | . | -7% | 11% | 11% | 1% | 15% | 4% | 1% | -2%
CCN(CC)S(=O)(=O)c1cccc(C(=O)NC(C(=O)NCCc2ccccn2)C(C)C)c1 (stereo not drawn) | . | . | . | . | -20% | 12% | 8% | 4% | .
Cc1oc2ccc(OCc3ccc(Br)cc3)cc2c1C(=O)O | -43%[2.33 µM] | -4% | -17% | -15% | -16% | 17% | -7% | -2% | ?
CSc1ccccc1NC(=O)c1ccc([N+](=O)[O-])cc1 | 32µM* | -10% | 35% | ? | -24% | 148%[activator] | 10% | -3% | -1%
CC(C)CCN1C(Nc2ccccc2)=NC[C@@H]1C | -11% | 1% | 5% | -5% | -7% | 14% | 35% | 3% | -1%
COc1cccc(CN(C)C(=O)c2cccc(S(=O)(=O)NCc3ccccc3)c2)c1OC | 1% | . | . | -5% | -6% | 15% | 10% | -12% | .
CCOC(=O)c1sc(NC(=O)CSc2ncn(-c3ccccc3)n2)nc1C | ? | -15% | -2% | 7% | -4% | ? | -1% | -16% | -2%
O=C(N/N=C/c1cc([N+](=O)[O-])ccc1Cl)c1ccc2nc[nH]c2c1 | -8%[59 µM] | -8% | -20% | -35% | ? | 2% | -1% | -10% | -14%
O=C(Cn1cc(S(=O)(=O)Cc2ccccc2F)c2ccccc21)N1CCOCC1 | 22µM* | -7% | 30% | -18% | -16% | -5% | 36% | -1% | -2%
C=Cc1ccc(CSc2nc(-c3ccc(C)cc3)nc3c2Cc2c(CO)cnc(C)c2O3)cc1 | -31%[59 µM] | -5% | 3% | -24% | -17% | 29% | . | -10% | -3%
O=C(c1ccc(NS(=O)(=O)c2ccccc2)cc1)N1CCN(Cc2ccc3c(c2)OCO3)CC1 | 50µM* | -19% | -10% | -4% | -1% | 13% | 5% | -4% | -3%
CC(=O)Nc1ccc(NC(=O)CSc2n[nH]c(-c3cccs3)n2)cc1 | -27% | . | . | 2% | -7% | -2% | 26% | -22% | .
COc1ccc(NC(=O)c2cn(-c3ccccc3)nc2-c2ccncc2)cc1 | -31% | -15% | -1% | -27% | -5% | 9% | 9% | -23% | -4%
COc1ccc(C)cc1NC(=O)c1c(C(=O)Nc2cccc(C)c2C)sc2nc(C)cc(=O)n12 | -11%[59 µM] | -1% | 2% | 0% | -8% | 18% | . | 0% | -3%
COc1ccc(/C=C\c2onc(C)c2S(=O)(=O)N2CCC(C(=O)Nc3ccccc3OC)CC2)cc1 | -23%[59 µM] | 198%[activator] | 18% | . | -14% | 8% | . | -7% | -7%
CCCNCc1cc(OC)c(OCC(=O)Nc2ccccc2)cc1Br | -30%[12.7 µM] | -8% | -15% | -19% | -14% | -3% | 4% | 0% | -2%
Cc1cccc(C)c1NC(=O)Cn1nnc(-c2ccc(N3CCOCC3)cc2)n1 | 9%[12.7 µM] | -1% | 13% | 9% | -15% | 17% | -2% | -2% | 1%
CC[C@](N)(CCC(=O)O)C(=O)O | 34%[59 µM] | 18% | . | . | . | . | 20%&-6% | 5%&-5%[19.4 µM] | -1%
O=C(Nc1ccc([N+](=O)[O-])cc1)c1ccc(S(=O)(=O)N2CCCC2)cc1 | 64%[activator] | 4% | 45% | 5% | 4% | -29% | -11% | -13% | 2%
Cn1cccc1/C=C1\SC(=S)N(CC(=O)O)C1=O | -20%[59 µM] | -11% | 17% | -34% | -4% | 7% | ? | 0% | 3%
O=C(NCc1ccccc1)c1onc(CSc2ccc(F)cc2)c1C(=O)NCCCN1CCOCC1 | 2% | ? | 12% | -11% | -12% | 9% | -6% | 1% | -3%
CCN(c1ccc(NC(=O)c2ccc(Cl)nc2)cc1)C(C)C | 22µM* | -15% | 0% | ? | -8% | 4% | -9% | 8% | -5%
CC1CCN(S(=O)(=O)c2cc(C(=O)NCc3ccc(N(C)C)cc3)n(C)c2)CC1 | 10µM* | 2% | 25% | 35µM* | -15% | 8% | . | -7%[60.1 µM] | 1%
COc1ccc(NC(=O)CC(NC(C)c2ccccc2)C(=O)O)cc1 (stereo not drawn) | ? | 5% | -1% | 6% | -11% | 41%[activator] | -18% | -3% | -1%
O=C(c1cc(S(=O)(=O)N2CCCCC2)c(Cl)cc1N1CCOCC1)N1CCOCC1 | ? | -1% | 30% | -7% | -4% | 10% | -2% | -18% | 0%

# Screens as filed in PubChem.
